Pol beta inh: blocks human DNA polymerase beta activity; 1.3% of 340,000 active; Potency, µM (series often up to 114 µM), for inactives: top-dose activity change, negative = inhibition, actives largely listed as inhibitors; Pol beta primer extension/strand displacement, fluorescence kinetic; note: potency is the fitted concentration of half-maximal effect; % is set by controls: 0 for no effect and ±100 for the full control effect
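Pol beta (10 nM) and compounds were preincubated 15 min at room temperature, then 50 nM substrate (final) started primer extension/strand displacement. Reads were taken at 0 and 10 min; concentration-response data were fitted to a four-parameter Hill equation.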
Pol iota inh: DNA polymerase iota (human) inhibition. Pol iota fluorescent replication assay, 10 min. 1% of 390,000 active. Q9UNA4. AID 588590. Potency, µM (top dose mostly 115 µM), inactives show at the highest dose activity, negative = inhibition, actives largely listed as inhibitors; note: potency is the fitted concentration of half-maximal effect
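Fluorescent replication assay read twice, at 0 min and 10 min after adding 50 nM (final) substrate. Enzyme (10 nM) and compounds were first incubated 15 min at room temperature; enzyme-free buffer wells were negative controls.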
GRP78 ERSR act: induces the endoplasmic reticulum stress response in human glioma cells. U87-MG GRP78 promoter luciferase reporter, 16 h. Potency, µM, for inactives: at the top dose activation, most hits filed as activators. 0.02% of 420,000 active; note: potency is the fitted concentration of half-maximal effect; series mostly up to about 76 µM; % of control where 0% means no effect; nearly all actives have a fitted effect of over 35% in size
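Stably transfected U87-MG human glioma cells carrying a GRP78-based luminescent sensor were seeded at 1000 cells/well, pin-dosed with compounds and incubated 16 h. Luciferase reagent was then added, and end-point luminescence was read after 10 min at room temperature.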
POLH inh: DNA polymerase eta (human) inhibition | Q9Y253 | recombinant Pol eta, fluorescent DNA replication assay | Potency, µM (titrated, usually from 114 µM), inactives show at the highest dose activity change, negative = inhibition, actives largely listed as inhibitors | 1.2% of 390,000 active | AID 588591; note: potency is the fitted concentration of half-maximal effect; % is set by controls: 0 for no effect and ±100 for the full control effect
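Fluorescent replication assay: 50 nM final substrate added after a 15 min room-temperature compound preincubation with 10 nM enzyme. Signal taken at 0 min and again at 10 min.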
LDHA inh: blocks human lactate dehydrogenase A | P00338 | purified LDHA, NADH/diaphorase-resazurin fluorescence; stronger effect = lower value | activity change, % (values are at about 110 or 230 µM) | 0.15% of 480,000 active | AID 1347041; in the data active = activity change below about -30%; inconclusive = mostly about -25% to -30%;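 note: plate controls were DMSO wells for no effect and wells without enzyme for full effect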
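Resorufin fluorescence (ex540/em590), read at 0 and 20 min after diaphorase/resazurin addition, reports the NADH left after a 5 min room-temperature reaction of 2 nM human LDH5 with 0.06 mM NADH and 0.2 mM pyruvate.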
Pol kappa inh: blocks human DNA polymerase kappa activity; Q9UBT6; purified Pol kappa, fluorescent DNA synthesis assay, 10 min; Potency, µM (series often up to 107 µM), for inactives: at the top dose activity, negative = inhibition, most hits filed as inhibitors; 0.53% of 400,000 active; AID 588579; note: potency is the fitted concentration of half-maximal effect; % is set by controls: 0 for no effect and ±100 for the full control effect
Target sequence (Q9UBT6 whole entry, looked up): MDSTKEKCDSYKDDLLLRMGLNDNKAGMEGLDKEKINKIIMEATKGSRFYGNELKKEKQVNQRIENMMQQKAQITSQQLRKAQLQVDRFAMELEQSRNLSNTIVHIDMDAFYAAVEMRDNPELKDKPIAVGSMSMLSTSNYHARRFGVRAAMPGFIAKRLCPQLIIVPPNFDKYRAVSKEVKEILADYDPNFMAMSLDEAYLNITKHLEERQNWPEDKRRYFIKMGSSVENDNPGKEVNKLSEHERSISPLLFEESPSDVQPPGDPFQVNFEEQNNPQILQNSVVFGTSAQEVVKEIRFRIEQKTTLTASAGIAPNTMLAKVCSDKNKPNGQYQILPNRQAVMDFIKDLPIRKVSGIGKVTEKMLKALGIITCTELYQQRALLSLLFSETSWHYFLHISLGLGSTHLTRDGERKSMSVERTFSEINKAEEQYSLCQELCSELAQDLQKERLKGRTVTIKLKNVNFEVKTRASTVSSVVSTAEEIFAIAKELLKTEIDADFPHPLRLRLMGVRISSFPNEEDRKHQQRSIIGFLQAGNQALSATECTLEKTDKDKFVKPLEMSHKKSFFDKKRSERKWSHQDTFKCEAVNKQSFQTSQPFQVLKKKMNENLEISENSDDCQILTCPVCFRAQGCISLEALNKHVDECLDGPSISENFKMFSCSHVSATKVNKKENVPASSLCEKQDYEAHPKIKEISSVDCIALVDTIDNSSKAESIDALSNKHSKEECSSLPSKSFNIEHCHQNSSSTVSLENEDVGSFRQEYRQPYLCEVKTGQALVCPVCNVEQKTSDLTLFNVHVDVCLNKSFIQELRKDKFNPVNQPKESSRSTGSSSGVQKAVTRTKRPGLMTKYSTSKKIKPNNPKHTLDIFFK
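Fluorescent qHTS in 1536-well format: enzyme (10 nM) and compound sat 15 min at room temperature before 50 nM substrate (final) was added. Signal taken at 0 and 10 min; no-enzyme buffer wells were negative controls.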
BLM helicase inh: blocks DNA unwinding by human BLM helicase. P54132. recombinant BLM DNA unwinding, fluorescence dequenching. Potency, µM (series often up to 56.1 µM), without a hit: top-dose activity change, negative = inhibition, actives largely listed as inhibitors. 0.2% of 350,000 active. AID 2528;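 note: potency is the fitted concentration of half-maximal effect; plate controls were vehicle for no effect and no enzyme for full effect; nearly all actives have a fitted effect of over 35% in size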
Anesthetic bind: candidate novel general anesthetic via apoferritin binding; P02791; 0.074% of 350,000 active; Potency, µM (top dose mostly 77.5 µM), for the others: at the highest dose activity change, negative = displacement, hits mostly inhibitors; apoferritin/1-aminoanthracene competitive binding, fluorescence; note: potency is the fitted concentration of half-maximal effect; % is set by controls: 0 for no effect and ±100 for the full control effect; nearly all actives have a fitted effect of over 20% in size
Target sequence (P02791 2-175 limits assumed): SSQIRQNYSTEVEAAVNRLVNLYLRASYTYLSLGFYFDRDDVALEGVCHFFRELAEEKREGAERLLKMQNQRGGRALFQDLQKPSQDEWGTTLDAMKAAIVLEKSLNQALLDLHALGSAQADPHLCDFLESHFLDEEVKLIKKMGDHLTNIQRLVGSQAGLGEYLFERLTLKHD
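Read-out: endpoint 1-AMA fluorescence, excitation 380 nm and emission 535 nm, after compounds sit 10 min at room temperature with 10 uM horse-spleen apoferritin in 50% saturated 1-AMA/PBS. Values come from four-parameter Hill fits.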
APE1 inh: blocks human APE1 abasic DNA cleavage; Potency, µM (series often up to 65.8 µM), inactives show top-dose activity change, negative = inhibition, usual class: inhibitors; 0.35% of 350,000 active; P27695; recombinant APE1, TAMRA/BHQ-2 abasic DNA cleavage fluorescence; AID 2517;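 note: potency is the fitted concentration of half-maximal effect; plate controls were vehicle for no effect and reference inhibitor for full effect; nearly all actives have a fitted effect of over 55% in size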
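Incision of a quenched TAMRA/BHQ-2 THF abasic-site duplex (50 nM) by 0.75 nM APE1, after 15 min compound preincubation, measured as fluorescence increase over three 60 s reads. Values normalized to buffer, DMSO and NSC13755 control wells.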
Numbers without * were called inactive; ? = inconclusive; / = not tested or not shown; & = joins results of further samples; [ ] = remark or other dose. Unless noted, calls come from the whole dose curve; as a rule, active = well fitted curve in the direction sought with a large enough effect; inconclusive = small, poorly fitted or top-dose-only effect, or another doubt; inactive = no such curve, though single readings can be large; an effect the other way counts as inactive or inconclusive. A portion of the library, so the mix of outcomes need not match the whole.

Molecule	Pol beta inh	Pol iota inh	LDHA inh	GRP78 ERSR act	APE1 inh	BLM helicase inh	Pol kappa inh	Anesthetic bind	POLH inh
COc1ccc(NC(=O)c2cc(S(=O)(=O)N3CCCCC3)ccc2C)cc1S(=O)(=O)N1CCOCC1	/	-6%	0	-2%	/	/	-8%	/	-19%
Cc1c(C(=O)NC(=S)NCc2cccnc2)oc2ccccc12	-22%	68%[activator]	0	1%	-3%	-10%	9%	-13%	-19%
CCc1nnc(NC(=O)c2ccc(S(=O)(=O)N(CC)Cc3ccccc3)cc2)o1	1%	?	2	-3%	?	-5%	-9%	-18%	-4%
C(=C\c1ccco1)/C1=NN(c2ccccc2)C(c2ccco2)C1 (configuration not stated)	?	-1%	2	3%	-2%	-29%	-11%	5%	-5%
CC(=O)NC(c1cccs1)c1cc(Cl)c2ccccc2c1O (configuration not stated)	/	?	42	6%	20%&-3%	/	-12%	/	-9%
Cc1ccc(S(=O)(=O)c2c(C)cc(C)nc2Oc2cccc(C(F)(F)F)c2)cc1	-5%	2%	-4	-1%	?	-15%	-13%	-13%	-18%
CNc1nccc(-c2ccc(Cl)cc2)c1C#N	7%	1%	-8	4%	6%	-10%	-2%	120%[activator]	3%
C=CCC(CC=C)(NC(=O)c1ccccc1)c1ccccc1	0%	-5%	-2	-8%	18%	-2%	-5%	-14%	-19%
CCOC(=O)C1=C(C)N(c2ccccc2)C(=O)/C1=C\c1ccco1	6%	11%	-10	2%	6%	-6%	-13%	-2%	-5%
S=C(NC1CCCC1)N1CCN(c2ccc(Cl)cc2)CC1	-15%	37%[activator]	-10	-4%	-2%	-9%	-12%	-1%	-16%
COCCOC(=O)C1=C(C)N(c2ccccc2)C(=S)NC1c1ccccc1C(F)(F)F (configuration not stated)	-3%	-9%	-1	2%	-1%	-7%	-3%	-17%	-18%
CCOC(=O)Cc1nnc(NC(=O)CSc2ccc(Cl)cc2)s1	16%	-6%	3	-1%	-6%	-1%	0%	-9%	-4%
COc1ccccc1OCC(=O)Nc1ccc(S(=O)(=O)N2CCOCC2)cc1	31%	-12%	-1	-8%	-10%	-5%	-16%	-18%	0%
CN(C)C(=O)CN(c1ccc2c(c1)OCO2)S(C)(=O)=O	-20%	13%	-3	-3%	-4%	0%	7%	-11%	-11%
COc1ccc(CCNC(=O)c2ccc(Nc3nc4ccccc4n4nnnc34)cc2)cc1OC	-11%	-6%	-14	-4%	/	-1%	0%	8%	-24%
Cc1nn(C2CCS(=O)(=O)C2)c(C)c1CN(C)C(=O)c1ccccc1 (configuration not stated)	/	16%	2	-1%	3%	/	7%	/	1%
COc1ccc2c(=O)c3c(=O)n(-c4ccc(C)cc4)c(-c4ccccc4)nc3oc2c1	27%	/	/	/	-8%	0%	/	-11%	/
CCCCNC(c1ccccc1)c1ccncc1 (configuration not stated)	?	-4%	-3	0%	4%	-2%	-6%	-3%	8%
Cc1ccc(N(C(=O)CCC(=O)Nc2nccs2)C(C(=O)NC(C)(C)C)c2ccc(O)cc2)cc1 (configuration not stated)	25%	19%	-5	-3%	17%	1%	6%	-3%	0%
Cc1ccc(-n2ccnc(NCc3ccccc3)c2=O)cc1C	34%	-3%	-3	5%	/	-4%	0%	?	-7%
C=CCNc1nc(-c2cccs2)c(CC(=O)O)s1	-11%	?	-3	6%	-8%	-5%	-8%	3%	-10%
Oc1ccc(NCc2ccccc2OCc2ccc(Cl)cc2)cc1	?	?	33	?	/	-23%	?	?	-16%
Cc1cccc(C(=O)Nc2ccc(-c3nc4ccccc4s3)c(C)c2)c1	6%	?	1&-5	-3%	/	0%	-4%[60.1 µM]	-10%	-8%
Cn1c2c(c(=O)n(C)c1=O)C(c1ccccc1Cl)CC(=O)N2 (configuration not stated)	28%	-12%	-12	-5%	17%	-4%	-4%	-5%	1%
COc1ccc(/C=C2\CCn3c2nc2cc(C(=O)O)ccc2c3=O)cc1O	25µM*	?	8	-1%	6%	-3%	-35%	4%	18µM*
CC(C)OCCCn1c(=N)c(S(=O)(=O)c2ccccc2)cc2c(=O)n3ccccc3nc21	-1%	-2%	-1	-5%	-2%	1%	11%	-1%	-7%
Fc1ccc(Nc2c3c(nc4nncn24)CCC3)cc1	4%	18%	-8	/	/	1%	-14%	-11%	/
COc1ccc(C(CNC(=O)COc2ccccc2-c2ccccc2)N2CCOCC2)cc1 (configuration not stated)	?	-4%	-13	-2%	2%	-3%	-17%	-16%	-23%
CC[C@]12c3[nH]c4ccc(OC)cc4c3CCN1C(=O)C(CC(=O)NCCCn1ccnc1)C[C@@H]2C(=O)N1CCN(C(=O)c2ccco2)CC1 (some centres not stated)	/	-12%	-1	-5%	3%	/	12%	/	-4%
Cn1c(=O)cc(SCC(=O)Nc2ccccn2)c2ccccc21	41%	-10%	-13	1%	11%	-6%	-5%	-4%	9%
Cc1nnc(N(C)C(=O)c2ccccn2)s1	33%	3%	-2	-3%	17%	-1%	-17%	-4%	-2%
C=CCc1cc(OC)ccc1OCC(O)CN1CCN(c2ccc(OC)cc2)CC1 (configuration not stated)	?	?	2&1	-3%&-2%	5%&3%	-2%&-8%	-9%&-17%	-8%&-13%	-11%&-8%
Nc1c(S(=O)(=O)O)cc(NC(=O)c2ccccc2)c2c1C(=O)c1ccccc1C2=O	22µM*	?	-2	-7%	21µM*	?	-9%	6%	18µM*
CCc1cc(=O)[nH]c(SCC(=O)Nc2cc(C)on2)n1	/	41%[activator]	-6	-4%	-1%	/	2%	/	-4%
Cc1ccc(NC(=O)[C@@H](C)NC(=O)[C@@H]2Cc3ccccc3CN2)cc1	8%	26%	1	-4%	46%	1%	4%	-9%	-15%
COc1ccc(C2/C=C\CN(S(=O)(=O)c3cccs3)CC(=O)N2Cc2ccc(F)cc2)cc1 (configuration not stated)	-3%	-13%&-5%	-6	-3%&-3%	-5%&9%	-6%&2%	-6%&-4%	53%&-4%[activator]	-13%
c1ccc(-c2nc3cc4ccccc4cc3[nH]2)nc1	2%	52%[activator]	0	-10%	?	-3%	-18%	-4%	-18%
CCN(CC)C(=O)CSc1nc(O)c(Cc2ccccc2)c(=O)n1-c1ccccc1	-1%	-4%	-5	-2%	-2%	-1%	-11%	-9%	5%
COc1cc([C@H]2OC[C@H]3[C@@H]2CO[C@@H]3c2ccc(O[C@H]3O[C@H](CO)[C@@H](O)[C@H](O)[C@H]3O)c(OC)c2)ccc1O[C@@H]1O[C@H](CO)[C@@H](O)[C@H](O)[C@H]1O	/	-5%	-1	-2%	13%	/	-12%	/	-6%
O=C(COC(=O)c1ccco1)NCC1CCCO1 (configuration not stated)	-19%	-4%	-3	1%	-5%	3%	-5%	-3%	-4%
COc1ccc(OCC(=O)N2CCN(C(=O)COc3ccc(Br)cc3)CC2)cc1	-24%	18%	0	-2%	-2%	-1%	-9%	-1%	1%
c1csc(Cn2c(-c3cccs3)nc3ccccc32)c1	-2%	6%	-2	4%	?	-8%	-21%	-21%	-8%
Cc1onc(-c2ccccc2)c1C(=O)NC(C)C1CCCO1 (configuration not stated)	2%	-2%[58.9 µM]	-7	-4%	3%	-1%	-7%	1%	1%
Cc1cccc(CCNC(=O)C2CCCN(c3ncnc4c3nc3n4CCCCC3)C2)c1 (configuration not stated)	13%	19%	0	-1%	18%	-2%	3%	-6%	-1%
COc1ccc(-c2coc(CCC(=O)N3CCN(c4cc(C)ccc4C)CC3)n2)cc1	/	11%	-3	-2%	-7%	/	0%	/	-20%
O=C(c1ccc(F)cc1)c1ccc(N2CCCCC2)cc1	-1%	12%	-5	4%	20%	-10%	-15%[60.1 µM]	-18%	-21%
C=CCN1C(=O)CN=C1Nc1cc(C)cc(C)c1	-2%	13%	0	-2%	-3%	-8%	-1%	-12%	6%
Cc1ccc(C(=O)N2CCN(c3ccc([N+](=O)[O-])cc3-n3cccc3)CC2)cc1	-28%	-13%[58.9 µM]	2	-3%	-7%	-8%	-15%	?	-14%
CC12CC3(C)CC(C)(C1)CC(C(N)=O)(C2)C3	-22%	46%[activator]	-1	-5%	-11%	-7%	12%	-12%	-10%
COc1cccc(-c2csc3nnc(SCC(=O)c4ccc(NC(C)=O)cc4)n23)c1	?	?	5	-2%	0%	-3%	2%	-3%	2%
O=C(CCc1nc(-c2ccccn2)no1)NCc1ccc2c(c1)OCO2	-24%	26%	-4	-11%	-1%	-1%	-8%	-7%	-11%
CCOC(=O)Nc1nc(-c2ccc(F)cc2F)cs1	19%	18%	-6	9%	-10%	1%	-6%	5%	-5%
COc1ccc(/C=C2\SC(=S)N(CCCC(=O)NC3CCCC3)C2=O)cc1OC	/	19%	1	-11%	/	/	-5%	/	-5%
Cc1ccc(OCC(=O)Nc2ccc(Cl)c(-c3nc4ncccc4o3)c2)c(C)c1	?	12%	0	-3%	/	-5%	-8%[60.1 µM]	-7%	7%
Nc1cc(Nc2ccc(Br)cc2)nc(N)n1	41%	2%	13	9%	14%	0%	1%	-10%	-15%
COc1ccccc1NC(=O)Nc1ccc(N2CCOCC2)cc1	-7%	41%[activator]	-3	2%	1%	-5%	-18%	-19%	-18%
Cc1ccn2cc(CNS(=O)(=O)c3ccc4ccccc4c3)nc2c1	20%	15%	-2	-3%	20%	-3%	-7%	-10%	-5%
COc1ccc(C(=O)Nc2ccc3c(c2)nc(CN2CCCC2)n3C)cc1	1%	17%	-2	0%	?	-10%	-1%	-2%	-6%

Screens: PubChem BioAssay, National Center for Advancing Translational Sciences (NCATS)
